Source: PubChem (several laboratories)
HTRA1 inhibitor – blocks human HTRA1 serine peptidase. inhibition, % at 5.96 µM. actives 0.5% (n = 340,000). AID 504803. recombinant HTRA1, FP-rhodamine activity-based probe, fluorescence polarization; in the data active = inhibition above about 36%;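 note: 0% = enzyme with DMSO and 100% = wells lacking enzyme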
Target sequence (Q92743 whole entry, looked up): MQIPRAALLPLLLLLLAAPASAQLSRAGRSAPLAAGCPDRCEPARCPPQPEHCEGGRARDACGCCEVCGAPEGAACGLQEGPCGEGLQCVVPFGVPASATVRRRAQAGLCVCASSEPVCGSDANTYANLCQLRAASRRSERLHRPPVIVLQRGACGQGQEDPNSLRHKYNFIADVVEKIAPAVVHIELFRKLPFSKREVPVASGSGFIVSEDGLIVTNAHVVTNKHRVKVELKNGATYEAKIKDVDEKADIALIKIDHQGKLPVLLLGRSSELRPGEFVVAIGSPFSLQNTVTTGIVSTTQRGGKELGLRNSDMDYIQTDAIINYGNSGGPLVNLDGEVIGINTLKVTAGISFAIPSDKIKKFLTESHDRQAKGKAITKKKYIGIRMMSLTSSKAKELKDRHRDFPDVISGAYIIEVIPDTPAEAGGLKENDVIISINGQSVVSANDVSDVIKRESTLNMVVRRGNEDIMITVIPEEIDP
LEDGF integ inh – blocks HIV-1 LEDGF/p75-dependent DNA integration. TR-FRET IN-LEDGF/p75 DNA integration, Eu/Cy5. actives 0.64% (n = 370,000). AID 743269. inhibition, % at 3.7 µM;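 active = inhibition above the screen-wide mean plus 3 SD, cut at about 13% in these data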;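 note: signal is the Cy5 over europium emission ratio at 671 and 618 nm; 0% = plate median of compound wells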
PG9 Ab binder – small molecules binding HIV-1 gp120 antibody PG9; TR-FRET gp120-PG9 antibody binding; inhibition, % at 6.7 µM; actives 0.43% (n = 360,000); in the data active = inhibition above about 8.5%
MBD2 DNA inh – MBD2-methylated oligo binding inhibition; inhibition, % at 4.4 µM; actives 0.31% (n = 370,000); TR-FRET, MBD2 binding to methylated oligonucleotide; in the data active = inhibition above about 13%
PRMT1 FP inh – inhibitors of human PRMT1 | Q99873 | AID 652257 | inhibition, % at 2.79 µM | actives 1.3% (n = 370,000) | recombinant PRMT1, activity-based probe fluorescence polarization;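 active = inhibition above about 21% made by adding two undisclosed values, limit read from the data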
Target sequence (Q99873 whole entry, looked up): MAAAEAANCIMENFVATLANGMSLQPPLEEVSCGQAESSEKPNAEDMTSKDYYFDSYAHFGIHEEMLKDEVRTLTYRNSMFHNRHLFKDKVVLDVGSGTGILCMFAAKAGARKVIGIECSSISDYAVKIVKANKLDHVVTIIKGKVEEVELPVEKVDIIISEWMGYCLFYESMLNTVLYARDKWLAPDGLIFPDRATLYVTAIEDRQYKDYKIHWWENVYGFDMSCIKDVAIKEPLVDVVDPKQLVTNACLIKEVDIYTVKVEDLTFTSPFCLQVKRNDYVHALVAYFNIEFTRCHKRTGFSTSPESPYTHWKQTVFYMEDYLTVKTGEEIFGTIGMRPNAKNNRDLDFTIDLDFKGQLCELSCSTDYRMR
TCR CD3 inh – inhibitors of human TCR-CD3 interaction | TAMRA-labeled TCR probe fluorescence, biochemical | inhibition, % at 9.4 µM | actives 0.37% (n = 360,000) | AID 651800; in the data active = inhibition above about 19%;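 note: recombinant mutant TCR 2C K166C tagged with TAMRA read by polarization; 0% = receptor in buffer alone and 100% = receptor with positive control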
UHRF1 MBD2 ctr – blocks human UHRF1 binding to methylated DNA; Q96T88; UHRF1 binding to methylated oligo, TR-FRET; inhibition, % at 4.4 µM; actives 0.75% (n = 370,000); AID 687016; in the data active = inhibition above about 21%;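 note: UHRF1 SRA domain binding a hemimethylated CpG hairpin DNA probe; 0% = median of test compound wells and 100% = reference inhibitor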
ABHD4 inh – inhibits mouse alpha/beta hydrolase domain 4. Q8VD66. purified mABHD4, FP-Rh probe fluorescence polarization. inhibition, % at 8.92 µM. actives 0.54% (n = 370,000). AID 720543;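 active = inhibition exceeding the mean over every tested compound plus 3 SD, cut at about 30% in these data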;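 note: 0% = plate median of compound wells and 100% = S159A mutant with DMSO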
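System: mouse ABHD4 enzyme, wild type / Medium: HEPES pH 7.0, NaCl, Pluronic buffer / Reagent: FP-Rh activity-based fluorescent probe / Control set: S159A mutant high control, sample median low control / Detection: fluorescence polarization with parallel and perpendicular emission, 525/598 nm / Schedule: 45 min + 60 min at 25 °C / Compound dosing: 8.92 µM, single dose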
Rev-erbA mod – modulators of human Rev-erb alpha DNA binding | P20393 | Rev-erbα–FITC-DNA binding, fluorescence polarization, 90 min | activity, % at 10 µM | actives 0.79% (n = 370,000);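 active = activity above about 14%, limit read from the data; passing the limit was not always enough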;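 note: 0% = DMSO wells with 35 nM protein and 100% = DMSO wells with 750 nM protein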
rCAG binder – r(CAG) repeat RNA binding; actives 1.3% (n = 370,000); inhibition, % at 3 µM; TO-PRO-1 dye displacement fluorescence;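 active = inhibition above the plate cutoff, the mean of all test compounds on that plate plus 3 SD, cut at about 35% in these data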;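 note: 0% = DMSO alone and 100% = 100 µM mitoxantrone as full dye displacement; higher means more dye released from RNA so lower well fluorescence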
Active calls of the source: *; . = no result given; & = joins results of further samples. A portion of the library; the hit share may differ from the screen's.

smiles	HTRA1 inhibitor	LEDGF integ inh	PG9 Ab binder	MBD2 DNA inh	PRMT1 FP inh	TCR CD3 inh	UHRF1 MBD2 ctr	ABHD4 inh	Rev-erbA mod	rCAG binder
CCc1ccc(S(=O)(=O)Nc2c(C)nc3nc[nH]n3c2=O)cc1	7	0	0.5	0	0	-6	2	5	0	-1
CC(C)(C)c1nnc2sc(SCC(=O)N3CCCCC3)nn2c1=O	0	1	-0.3	4	-6	3	-1	1	4	-2
O=C(/C=C/c1ccccc1)NC(=S)Nc1ccc(CN2CCOCC2)cc1	-11	-1	0.2	-4	-2	0	3	1	-2	-3
Cc1ccc(S(=O)(=O)N(CC(=O)Nc2ccc(C)cc2C)C(=O)N2CCN(C)CC2)cc1	2	2	-0.8	-3	5	6	0	-1	-5	0
CC(C)c1ccc(CNC(=O)C2CC(=O)N(C3CCCCC3)C2)cc1 (stereo not drawn)	2	0	-1.2	-5	3	13	5	3	-4	-7
CCCCC1CCC(C(=O)NC2CCS(=O)(=O)C2)CC1 (stereo not drawn)	6	0	1.4	5	1	9	0	7	2	0
O=C(COC(=O)C12CC3CC(CC(O)(C3)C1)C2)Nc1cccc(Br)c1	-5	-6	-0.2	11	4	-5	5	-21	2	-6
COc1ccccc1CNC(=O)C(NC(=O)C1CCCCC1)C(C)C (stereo not drawn)	0	-6	0.1	11	6	1	6	-18	-1	-2
COC(=O)c1sc(N(C)C)c(C#N)c1-c1ccccc1	.	0	0.7	-2	1	5	-2	-3	3	-2
COc1cc(OC)cc(C(=O)N2CCN(Cc3ccccc3Br)CC2)c1	-4	7	-1.4	-1	-1	-4	2	6	3	-5
O=C(COC(=O)/C=C/c1ccc(Br)o1)NC1CCCCC1	4	0	1.8	10	8	4	1	-3	-16	5
Cc1c(NC(=O)Nc2ccccc2)c(=O)n(-c2ccccc2)n1C	-4	-2	-0.4	0	3	-3	4	-2	6	-1
CCC(=O)Nc1cc2c3c(c1)CCC(=O)N3CCC2	6	1	1.9	-5	-1	2	-3	5	-7	0
CCOc1ccc(-c2c(C(=O)N/N=C/C3CCCCC3)nnn2-c2nonc2N)cc1	-14	2	-2.0	-2	-2	9	-1	-14	1	5
Oc1c(CN2CCOCC2)cc(CN2CCOCC2)cc1CN1CCOCC1	0	-7	0.7	3	2	-6	24*	-1	1	1
COc1ccc(C2C(C(=O)NCc3ccco3)CCC(=O)N2c2ccc(OC)cc2)cc1 (stereo not drawn)	3	2	1.5	-2	1	8	-3	-5	-2	-3
CCOc1ccc(C(=O)N[C@H](C(=O)Nc2ccccc2OC)C(C)C)cc1	-7	4	-1.9	3	-4	-1	-2	2	-2	-2
O=C(CCCCn1c(=O)c2ccccc2n(CC(=O)Nc2ccc(F)cc2)c1=O)NCc1ccco1	-13	4	-1.8	2	3	9	3	-12	-2	8
CC(C)CCN(C(=O)CNC(=O)c1ccco1)C(C(=O)NC1CCCCC1)c1cccnc1 (stereo not drawn)	-3	-1	1.1	-1	5	-3	1	7	3	-2
Cc1ccc(N=Nc2ccc(O)c3ncccc23)cc1C	39*	1	-0.8	-2	2	-1	-2	6	11	3
CN(C)S(=O)(=O)c1ccc2oc(SCC(=O)Nc3ccccc3F)nc2c1	7	0	-1.6	2	6	2	-1	0	-6	4
CC(=O)Nc1ccc(/C=C/c2nc3ccccc3[nH]c2=O)cc1	0	2	-1.6	2	-4	-2	0	7	-1	-1
COc1ccc(N2CCN(CC(=O)NC(C)c3ccccc3)CC2)cc1 (stereo not drawn)	0	-3	-4.0	-2	-2	9	-1	6	4	-6
Cc1ccc(-n2cccc2/C=C2/C(=N)N3C(=NC2=O)SN=C3S(C)(=O)=O)cc1	-47	3	-2.3	-1	1	-2	0	-88	-7	89*
COc1ccc(OC)c(C(O)c2ncc(-c3ccc(C(F)(F)F)cc3)[nH]2)c1 (stereo not drawn)	.	3	0.7	-2	-2	3	0	-3	1	0
Fc1ccc2c(c1)/C(=N/Nc1ccccn1)CCS2	-1	1	-0.2	11	6	-4	0	4	-3	2
O=C(CN1C(=O)CSC1=O)Nc1ccccc1N1CCOCC1	4	-2	1.2	-3	-2	8	-1	4	-2	3
O=C(CN1C(=O)CCS(=O)(=O)c2ccccc21)NCCc1ccccc1	-2	-3	-0.9	3	1	5	-4	-3	3	-3
N#Cc1ccc(NC(=O)COC(=O)c2cccnc2Cl)cc1	16	1	-1.4	1	-1	6	0	-2	1	4
Cc1ccc(NC(=O)c2ccc(N3C(=O)C4CC=C(Cl)CC4C3=O)cc2)cc1 (stereo not drawn)	-24	3	-0.7	-2	2	-1	1	-22	0	10

Some entries already given, showing only LEDGF integ inh and PG9 Ab binder:
SMILES | LEDGF integ inh | PG9 Ab binder
Cc1ccc(NC(=O)c2ccc(N3C(=O)C4CC=C(Cl)CC4C3=O)cc2)cc1 (stereo not drawn) | 3 | -0.7
N#Cc1ccc(NC(=O)COC(=O)c2cccnc2Cl)cc1 | 1 | -1.4

Other entries.
smiles	HTRA1 inhibitor	LEDGF integ inh	PG9 Ab binder	MBD2 DNA inh	PRMT1 FP inh	TCR CD3 inh	UHRF1 MBD2 ctr	ABHD4 inh	Rev-erbA mod	rCAG binder
CN=C1SC(C(=O)Nc2ccccc2Cl)CC(=O)N1c1ccc(OC(F)(F)Cl)cc1 (stereo not drawn)	5	-5	0.3	4	3	1	0	1	-4	-1
Cc1cc(N/N=C/c2ccccc2F)nc(NCc2ccccc2)n1	-5	-5	-0.1	1	4	-3	0	12	-1	1
CC1CCCCC1NC(=O)C1CCN(S(=O)(=O)c2ccc3c(c2)CCC(=O)N3)CC1 (stereo not drawn)	-7	2	-0.6	0	4	10	0	4	-7	1
CC1CCCCN1S(=O)(=O)c1ccc2c(c1)CCN2C(=O)C1CC1 (stereo not drawn)	0	6	-0.5	-2	-7	3	3	-13	-7	1
CC[C@@H](CCCc1ccc(OC)cc1)CCC(=O)N(c1ccccc1)c1ccccc1	.	-2	.	0	3	.	0	-5	-4	5
O=C(NCC1(c2ccccc2)CCCC1)C(=O)NCC1(c2ccccc2)CCCC1	2	3	0.7	-6	2	0	4	6	-2	-2
O=C(N/N=C/c1ccccn1)c1ccc(S(=O)(=O)N2CCCCCC2)cc1	-3	4	1.6	-2	-1	-4	0	-1	-2	0
CCOC(=O)C(C(=O)OCC)C(Nc1ccccc1)c1ccccc1 (stereo not drawn)	-4	0	0.1	10	3	-2	2	4	1	-1
N#CCCN(C(=O)CSc1ncccn1)c1ccc2c(c1)OCCO2	6	-2	-1.2	0	2	0	-1	3	0	-1
Cc1ccc(OCCOCCN2CCN(C)CC2)c([N+](=O)[O-])c1	-24	1	0.8	1	0	4	1	11	5	1
O=C(CSc1nnnn1-c1ccc(F)cc1)NNC(=O)c1ccco1	2	0	0.3	-3	-7	10	-2	1	-3	-2
COc1ccc(OCC(=O)Nc2cccc3ncccc23)cc1	4	-3	-1.0	-9	1	6	-2	1	-5	-2
COC(=O)c1ccccc1NC(=O)c1cccs1	-4	0	0.2	0	1	-2	-4	-5	0	-1
O=C(CCC(=O)OCc1ccc(Cl)cc1)Nc1cccc([N+](=O)[O-])c1	-5	-3	0.0	0	-3	-8	1	4	3	9
c1ccc2[nH]c(-c3ccnc4ccccc34)nc2c1	-9&1	1&-1	0.6&0.8	4&0	-4&-1	-5&5	4&0	7&13	8&-6	3&-1
CC1=C(C(=O)OC(C)C)C(c2ccsc2)NC(=O)N1C (stereo not drawn)	4	6	2.2	-5	1	-1	1	2	-2	-2
O=C(CCc1ccccc1)Nc1cccnc1Cl	-6	3	-1.4	-1	-1	0	1	1	-8	-4
CCOC(=O)C1(Cc2cccc(F)c2)CCN(Cc2cnc(C)s2)CC1	5	-2	-0.7	2	-2	2	1	0	-2	-12
c1ccc2c(c1)ccn2CCCN1CCCCC1	3	-2	-4.3	3	-2	4	-2	0	-2	3
COc1ccccc1CCN=C(N)NS(=O)(=O)c1ccc(F)cc1	0	-2	-2.4	11	3	-4	3	-11	5	-4
O=C(CSc1ncnc2c1cnn2Cc1ccccc1)Nc1ccc2c(c1)OCCO2	5	1	-0.2	-2	-1	3	1	2	-1	1
Cc1sc(N)c(C(=O)c2ccccc2Cl)c1C	-4	-1	-2.2	4	2	-2	-1	10	3	2
O=c1oc2ccccc2n1CCn1c2ccccc2c2nc3ccccc3nc21	-1	3	2.2	-2	-2	-4	-4	9	0	2
CS(=O)(=O)c1ccc(S(=O)(=O)N2CCN(C(=O)C(O)c3ccccc3)CC2)cc1 (stereo not drawn)	.	1	0.0	-4	5	0	1	-3	-9	3
CCc1ccc(NC(=O)N(Cc2cccnc2)Cc2ccco2)cc1	-1	-1	-2.4	-3	-1	9	0	0	3	-2
NC(=O)CSc1nnc(Cn2c(=O)sc3ccccc32)n1-c1cccc(Cl)c1	1	0	-0.5	-5	-2	-3	0	0	1	2
CCC(C)C(NC(N)=O)C(=O)Nc1ccc(S(=O)(=O)Nc2ccc(OC)cc2)cc1 (stereo not drawn)	-8	-1	-1.1	3	-3	-1	6	-10	3	4
C[N+]1(CC#CC(O)(c2ccccc2)c2ccccc2)CCCC1	14	-5	0.0	1	1	-4	2	4	-1	1
Cc1ccc(-c2cc(C(=O)NN=Cc3ccc(-c4ccccc4)cc3)[nH]n2)cc1	.	-3	.	1	-5	.	-1	2	-14	10
COc1ccc(OCC(=O)Nc2ccc(S(=O)(=O)Nc3cc(C)on3)cc2)cc1	4	4	-0.6	-3	2	5	0	7	0	20
O=[N+]([O-])c1cc2c(cc1/C=N/n1c(-c3ccccn3)n[nH]c1=S)OCO2	11	6	0.1	-11	3	11	-7	14	-6	4
Cc1cc(C)c2sc(N(CCCN(C)C)C(=O)c3ccc(S(=O)(=O)N(C)Cc4ccccc4)cc3)nc2c1	-25	0	-1.3	1	-2	17	-1	24	2	3
Cc1ccc(C(=O)O)cc1NC(=S)NC(=O)c1ccc([N+](=O)[O-])c(C)c1	-5	1	-0.9	2	-3	0	-1	-1	4	15
CCC(C)c1ccc(NC(=S)Nc2ccc(OC)cc2C)cc1 (stereo not drawn)	0	2	-0.1	-4	-7	6	-3	1	-6	-4
Cc1cc(C)nc(NC2=N[C@@H]3CCCC[C@H]3N2C(=O)Nc2cc(Cl)cc(Cl)c2)n1	0	3	-0.7	6	-8	4	2	-3	1	1
C[C@H](CO)N1C[C@H](C)[C@@H](CN(C)CC2CCCCC2)Oc2c(NS(=O)(=O)c3cn(C)cn3)cccc2C1=O	-3	-1	0.1	0	0	2	2	5	0	0
Cc1cccc(C)c1NC(=O)COC(=O)c1ccc2c(c1)OCO2	2	0	-2.5	3	-2	-8	7	-1	-6	7
COc1cccc(CNC(=O)C2CCC(CNc3nc(=S)[nH]c4ccccc34)CC2)c1 (stereo not drawn)	-8	-1	1.6	1	6	-7	1	0	2	0
CN(C)c1ncnc2c1ncn2[C@H]1CN(Cc2ccncc2)C[C@@H](CO)O1	.	-3	1.2	0	0	0	3	4	-2	1
